AT treatment = potential ataxia-telangiectasia treatment | […] A-T fibroblasts, KAP-1 phosphorylation AlphaLISA; neocarzinostatin DNA damage 30 min before lysis | 0.19% of 320,000 active | Potency, µM (highest dose often 57.5 µM), for the others: at the highest dose activation, usual class: activators | AID 485349; further: potency means the concentration at half of the fitted maximal effect; % of control where 0% means no effect; nearly all actives have a fitted effect of over 45% in size
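ATM-like activity read as KAP-1 phosphorylation via AlphaLISA donor/acceptor antibody pairs after lysis and 6 hr at 25C. Cells were ATM-null patient fibroblasts ([…], hTERT), dosed 60 min, then exposed to the DSB inducer NCS for 30 min.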
Tb PFK block = inhibitors of T. brucei phosphofructokinase | O15648 | T. brucei PFK, ADP-Glo luminescence | Potency, µM (titrated, usually from 57.5 µM), inactives show at the highest dose activity, negative = inhibition, hits mostly inhibitors | 0.17% of 330,000 active;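 further: potency means the concentration at half of the fitted maximal effect; 0% = uninhibited 1x PFK enzyme wells and -100% = no-enzyme wells; nearly all actives have a fitted effect of over 60% in size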
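ADP-Glo luminescence quantified ADP after 45 min at room temperature, with 1.25 nM T. brucei PFK, 0.1 mM ATP and 0.5 mM fructose-6-phosphate in pH 8.0 TEA buffer. qHTS titrations up to 57 µM; curves classified by quality.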
TCR activator = activates T cell receptor signaling; primary human leukocytes, anti-CD3, IL-2 HTRF, 48 h; Potency, µM (highest dose often 9.22 µM), inactives show top-dose activation of IL-2 secretion, most hits filed as activators; 330,000 tested, under 10 active; further: % of control where 0% means no effect
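1) Mix primary human leukocytes, a-CD3 beads and compound. 2) Incubate 48 hr. 3) Add HTRF IL-2 reagents (a-IL-2-K, a-IL-2-d2).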
FBPA coupling cs = counter-screen for Giardia aldolase inhibitors: coupling enzyme system; coupling enzyme system counterscreen, AmpLite Red fluorescence; activity change, negative = inhibition, % at 58.2 µM, hits read low; 0.67% of 290,000 active; AID 2472; in the data active means activity change below about -30%; further: on the % scale 0 is the no-effect control and ±100 the full control effect
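Compounds tested against the coupling enzymes alone at 57.5 uM final; readout was AmpLite Red fluorescence (525/598 nm) after 20 min at RT.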
MLL CXXC-DNA inh = blocks binding of human MLL CXXC domain to DNA | MLL-CXXC / FITC-HOXA9 DNA fluorescence polarization | 0.037% of 290,000 active | Potency, µM (top dose mostly 115 µM), without a hit: top-dose activity change, negative = inhibition, actives largely listed as inhibitors | Q03164; active means well fitted inhibition curve with a large enough effect in the polarisation, with a control signal flat, not every such curve was filed as active; inconclusive means small, poorly fitted or top-dose-only effect, or effect the other way, or a change in a side signal; inactive means no such curve, though single readings can be large or run the other way; the % refers to the polarisation; further: potency means the concentration at half of the fitted maximal effect
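Fluorescence polarization: 7 uM MLL-CXXC (stock) preincubated 5 min with compounds, then 50 nM fluorescein-HOX-A9 DNA (stock) added; 30 min ambient. Buffer 50 mM Tris-HCl pH 7.5, 50 mM NaCl, 1 mM DTT, 0.05% BSA.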
TSHR antag = blocks TSH signaling through the human TSH receptor; activity change, negative = inhibition, % at 11.5 µM; TSHR-expressing cells, TSH-stimulated cAMP HTRF, 2 h; active compounds read low; 0.2% of 330,000 active;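 active means activity change below a set negative limit, meaning inhibition stronger than a set level, cut at about -70% in these data; inconclusive means activity change between two set negative limits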; further: on the % scale 0 is the no-effect control and ±100 the full control effect
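Read-out is FRET at 665 nm (cryptate excitation 337 nm) from a cryptate-tagged anti-cAMP antibody, competed by cell cAMP against cAMP-d2. Compounds are tested on freshly harvested TSHR cells challenged with 4nM TSH (EC80) for 2 hours at 37 deg C.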
BCR signal inh = inhibitors of chronic active B-cell receptor signaling | ABC-DLBCL IkBa-CBG/CBR reporter, luminescence ratio, 4 h | Potency, µM (top dose mostly 46.1 µM), without a hit: at the top dose ratio change, negative = lower green/red ratio, usual class: inhibitors | 0.05% of 340,000 active; active means well fitted inhibition curve with a large enough effect in the signal ratio, with a control signal flat, not every such curve was filed as active; inconclusive means small, poorly fitted or top-dose-only effect, or effect the other way, or a change in a side signal; the % refers to the signal ratio;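 further: potency means the concentration at half of the fitted maximal effect; plate controls were basal doxycycline-induced cells for no effect and cells given 10 µM MG132 for full effect; MG132 reads +100%, hits lower the ratio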
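TMD8 ABC-DLBCL cells carrying doxycycline-inducible green luciferase fused to IkappaBalpha plus unfused red luciferase were exposed to compounds (up to 46 uM) for 4 hrs at 37C. Activity came from the overlap-corrected green/red luminescence ratio.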
Giardia killer = kills Giardia lamblia. 0.15% of 340,000 active. activity change, % at 7.66 µM, hits read low. Giardia lamblia trophozoite viability; in the data active means activity change below about -80%; inconclusive means between about -30% and that limit;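 further: parasites exposed to compound for two days anaerobically before the ATP read; on the % scale 0 is the no-effect control and ±100 the full control effect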
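Trophozoites 100 cells/well + cpd; 48 hrs, 37 deg C, anaerobic. ATPLite 1-Step added, 15-30 min RT, luminescence read (ATP-based viability).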
hERG WT inh = KCNH2 (human, wildtype) channel inhibition; Q12809; U2OS, BacMam KCNH2, thallium flux FluxOr; active compounds read low; activity change, % at 1.84 µM; 0.37% of 340,000 active;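 active means maximum activity change below -70%; inconclusive means maximum activity change between -70% and -50%; inactive means maximum activity change above -50%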; further: on the % scale 0 is the no-effect control and ±100 the full control effect
Target sequence (Q12809 whole entry, looked up): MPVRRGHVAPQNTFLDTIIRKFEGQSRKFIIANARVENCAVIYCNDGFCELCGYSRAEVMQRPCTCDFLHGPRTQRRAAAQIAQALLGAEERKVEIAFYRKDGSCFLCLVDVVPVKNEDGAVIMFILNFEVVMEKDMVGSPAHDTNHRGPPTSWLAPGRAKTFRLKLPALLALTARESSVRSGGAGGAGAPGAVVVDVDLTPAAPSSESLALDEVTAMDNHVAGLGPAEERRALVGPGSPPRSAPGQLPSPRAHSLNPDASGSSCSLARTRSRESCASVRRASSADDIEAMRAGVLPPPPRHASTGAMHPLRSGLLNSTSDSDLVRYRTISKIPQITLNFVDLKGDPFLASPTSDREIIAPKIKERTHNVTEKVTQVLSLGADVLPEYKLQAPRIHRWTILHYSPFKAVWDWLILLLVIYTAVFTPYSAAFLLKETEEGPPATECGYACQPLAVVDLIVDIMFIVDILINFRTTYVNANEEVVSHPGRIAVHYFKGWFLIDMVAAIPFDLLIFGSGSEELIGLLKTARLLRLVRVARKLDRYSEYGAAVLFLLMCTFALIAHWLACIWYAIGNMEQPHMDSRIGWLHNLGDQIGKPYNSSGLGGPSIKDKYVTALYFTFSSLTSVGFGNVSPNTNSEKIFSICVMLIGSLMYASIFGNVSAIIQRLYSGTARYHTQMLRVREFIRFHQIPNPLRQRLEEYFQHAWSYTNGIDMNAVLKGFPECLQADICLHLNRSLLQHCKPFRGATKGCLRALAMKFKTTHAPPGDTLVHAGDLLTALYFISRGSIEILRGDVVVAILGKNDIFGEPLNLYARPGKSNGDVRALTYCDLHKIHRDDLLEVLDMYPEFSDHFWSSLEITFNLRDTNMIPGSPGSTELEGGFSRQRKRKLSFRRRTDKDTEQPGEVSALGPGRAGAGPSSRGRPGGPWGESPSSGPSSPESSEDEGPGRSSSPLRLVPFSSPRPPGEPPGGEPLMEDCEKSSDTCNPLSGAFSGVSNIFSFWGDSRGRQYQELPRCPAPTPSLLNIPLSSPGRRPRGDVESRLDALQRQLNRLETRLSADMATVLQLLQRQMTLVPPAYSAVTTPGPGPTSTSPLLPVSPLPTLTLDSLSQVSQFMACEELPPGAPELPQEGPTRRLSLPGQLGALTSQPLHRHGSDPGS
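U2OS cells transduced with wild-type KCNH2 virus are loaded with FluxOr dye for 45 min, and thallium flux is measured in kinetic reads before and after stimulation buffer. Rate constants are normalized to DMSO controls.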
GALK inhibitor = galactokinase (human) inhibition | P51570 | Purified GALK, Kinase-Glo residual ATP luminescence | Potency, µM (highest dose often 57.5 µM), inactives show at the top dose activity change, negative = inhibition, actives largely listed as inhibitors | 0.007% of 270,000 active; further: potency means the concentration at half of the fitted maximal effect; on the % scale 0 is the no-effect control and ±100 the full control effect
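Kinase-Glo Plus luminescence measured ATP left after a 1 h room-temperature reaction. The reaction used 5 nM GALK, 100 uM galactose and 35 uM ATP at pH 8.0 (20 mM HEPES, 5 mM MgCl2, 60 mM NaCl, 1 mM DTT, 0.01% BSA).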
The depositor's hits bear a star; ? = inconclusive; . = not tested or not shown; [ ] = another dose, or the depositor's remark. Unless noted, the call rests on the fitted dose curve; in most records, active means well fitted curve in the direction sought with a large enough effect; inconclusive means small, poorly fitted or top-dose-only effect, or another doubt; inactive means no such curve, though single readings can be large; an effect the other way counts as inactive or inconclusive.

SMILES	AT treatment	Tb PFK block	TCR activator	FBPA coupling cs	MLL CXXC-DNA inh	TSHR antag	BCR signal inh	Giardia killer	hERG WT inh	GALK inhibitor
Cc1cccc(C(CC(=O)N2CCCC2)c2ccccc2)c1O (stereo not given)	2.1%	0.1%	-0.3%	0.4	-0.8%	-8.8	-0.4%	-3.6	10.4	4.4%
Cc1ccc(-c2noc(CN3CCCCC3)n2)cc1	.	0.5%	-1.3%	3.6	2.1%	2.0	19.7%	-15.5	-7.9	1.4%
COc1ccc2c(c1)N(C)/C(=C/c1cccc[n+]1C)S2	-7.1%	0.0%	-1.4%	-1.7	14.5%	-14.5	-5.1%	7.6	2.0	1.8%
O=C1CSC(c2cn(-c3ccccc3)nc2-c2cccs2)N1CC1CCCO1 (stereo not given)	5.1%	0.4%	-9.8%	-0.5	6.3%	19.8	?	-4.6	-4.8	-1.8%
C(=C\c1ccco1)/c1ccc2ccccc2n1	-10.7%	-6.5%	7.1%	-5.0	9.7%	-3.1	?	-27.8	-8.2	6.9%
COc1cccc(N2CCN(C3C4CC5CC(C4)CC3C5)CC2)c1 (stereo not given)	.	2.8%	2.3%	3.6	11.7%	1.0	-1.1%	-2.9	1.2	0.5%
O=C(NCC1CCCO1)C1CCCN1C(=O)Nc1ccc(Cl)cc1 (stereo not given)	21.0%	-3.5%	9.9%	4.4	-3.3%	20.4	?	3.1	-3.0	8.5%
O=C(Nc1ccccc1)ON=C1CCCC1	-0.8%	1.2%	-0.7%[46.1 µM]	0.3	2.5%	9.5	?	4.0	9.1	-2.6%
O=C(Cn1cnc2nc3n(c2c1=O)CCC3)NCc1ccccc1	-11.4%	1.6%	-0.5%[46.1 µM]	1.6	1.0%	2.2	0.5%	-18.7	-7.9	-0.3%
CCN(CC)C(=O)c1sc2nc(-c3cccs3)cc(-c3cccs3)c2c1N	-3.8%	3.7%	-1.9%	0.1	?	0.5	?	-10.5	-14.3	-3.6%
COc1cc2c(cc1OC)CN(CC(=O)NC(=O)NC(C)(C)C)CC2	1.1%	-0.9%	-6.8%	-0.4	-8.5%	-0.6	1.1%	-19.2	-10.9	0.1%
O=C(O)/C=C/c1cn(Cc2ccccc2)nc1-c1ccccc1	-2.0%	0.9%	-32.2%	2.0	10.4%	-1.0	-2.0%	-1.5	-17.2	2.4%
O=C(Cn1c(=O)c2cccn2c2ccccc21)Nc1ccc(F)cc1F	11.9%	0.3%	3.2%	.	24.3%	9.5	?	16.0	1.9	-10.9%
CNC(=O)C(=O)NCCN1CCN(C(=O)c2ccc([N+](=O)[O-])cc2)CC1	-1.2%	-7.0%	2.0%	1.9	3.9%	17.9	?	0.7	-6.3	2.4%
O=C(NCc1cccc(C(F)(F)F)c1)c1ccc(=O)[nH]c1	4.8%	-10.7%	-2.9%	1.3	4.5%	0.2	-10.6%	9.0	-1.6	3.2%
N#Cc1ccc(/C=N/NC(=S)Nc2ccc(S(=O)(=O)N3CCOCC3)cc2)cc1	-4.2%	0.6%	8.0%	-1.6	-3.1%	-6.3	0.4%	2.5	1.7	-1.1%
CCOCCCn1c(SCC(=O)Nc2ccc3[nH]c(=O)[nH]c3c2)nc2ccccc2c1=O	-0.5%	-5.1%	0.4%	.	.	2.9	-11.2%	-12.4	-4.6	.
CSc1nncc(/C(C)=N/O)n1	0.1%	-0.2%	-1.4%[46.1 µM]	4.1	11.5%	20.5	-4.7%	9.1	-10.6	0.5%
O=C(CC1SC(N2CCCCC2)=NC1=O)Nc1cccc(C(F)(F)F)c1 (stereo not given)	-1.6%	0.9%	0.3%	0.6	1.3%	24.3	8.5%	-16.8	-6.3	-0.8%
O=C(CN(C(=O)CCC(=O)Nc1ccccn1)c1ccc(F)cc1)NCc1ccc(F)cc1	8.3%	-5.1%	-4.4%	-4.9	-9.7%	30.0	1.7%	4.9	-19.5	5.8%
CCN(CC)S(=O)(=O)c1ccc(N2CCOCC2)c(NC(=S)NC(=O)c2ccco2)c1	-12.7%	-15.4%	-5.2%	1.2	-6.3%	-9.7	5.1%	3.5	25.8	6.9%
Cn1c(CNC(=O)OC(C)(C)C)nnc1SCc1c(Cl)cccc1Cl	?	3.9%	0.5%	5.2	-10.4%	20.9	-3.5%	18.7	4.9	-0.9%
Cc1c(C)c2ccc(O)c(CN3CCCC3)c2oc1=O	28.6%	0.7%	-6.4%	0.9	13.2%	0.0	0.7%	17.4	-13.1	.
COc1ccc(-c2ccc3nnc(SCC(=O)Nc4ccc(NC(C)=O)cc4)n3n2)cc1	-2.5%	-3.4%	-1.8%	.	.	-2.1	-13.6%	7.9	0.5	.
CC(C)(C)OC(=O)N/N=C/c1ccc(C(=O)O)cc1	0.7%	5.1%	-1.5%[46.1 µM]	0.3	1.2%	-6.6	?	?	-8.5	0.4%
CCN(CC)S(=O)(=O)c1ccc(C(=O)OCCN2C(=O)CCC2=O)cc1	1.1%	1.9%	-1.0%	5.5	-2.8%	6.1	?	30.4[activator]	8.8	2.4%
CC(C)OC(=S)N/C(=N\S(=O)(=O)c1ccccc1)c1ccccc1	0.0%	-2.0%	2.2%	-0.1	-9.9%	-4.6	8.5%	13.9	-10.4	-0.7%
COc1ccc2nc(SCC(=O)Nc3ccccc3C)[nH]c2c1	-2.9%	-1.7%	-0.5%	0.0	-13.2%	2.0	?	-3.3	2.5	-1.3%
Nn1c(Cc2ccccc2F)nnc1SCCOc1ccc(Cl)cc1	-6.4%	-1.8%	-5.0%[46.1 µM]	2.3	-10.0%	0.1	1.9%	3.9	-3.4	1.6%
Cc1c(NC(=O)C(C)OC(=O)COc2cccc3c2OC(C)(C)C3)c(=O)n(-c2ccccc2)n1C (stereo not given)	9.2%	-0.3%	-0.4%	0.1	4.7%	5.5	?	18.1	9.7	-0.4%
CCc1ccccc1OCC(=O)Nc1cccc(S(=O)(=O)NCc2ccco2)c1	1.2%	-0.3%	-4.4%	.	.	12.1	?	3.6	-1.8	.
COC(=O)c1cc2occc2n1CC(=O)N(C)C1CCCCC1	1.7%	1.8%	.	2.3	-10.9%	7.8	0.1%	-13.4	-3.1	2.2%
COc1cccc(CN(C(=O)/C=C/c2ccco2)C2CCS(=O)(=O)C2)c1 (stereo not given)	-2.3%	-13.2%	-0.5%	0.0	-1.4%	-2.4	?	21.5	2.2	-5.2%
COc1ccc(N(CC(=O)Nc2nccs2)S(=O)(=O)c2c(C)[nH]c(=O)[nH]c2=O)cc1	0.3%	-1.9%	-7.7%	7.7	-0.4%	13.8	10.4%	-21.2	.	0.6%
COC(=O)c1ccc(-c2ccc(/C=N/N3C(=O)C4C5C=CC(CC5)C4C3=O)o2)cc1 (stereo not given)	2.9%	-5.9%	2.2%	1.0	-5.7%	11.2	-0.1%	3.9	7.8	2.9%
CCc1ccc(N(CC(=O)NC2CCCC2)C(=O)CCC(=O)Nc2ccccn2)cc1	-12.0%	-1.3%	7.6%	1.6	17.9%	1.5	6.4%	1.2	4.2	11.0%
Cc1cc(=O)oc2c3c(cc(OCC(=O)NC(C)C)c12)OC(C)(C)CC3	-1.1%	0.9%	5.1%	-0.1	-5.2%	-1.3	?	-13.0	-3.5	-0.9%
Cc1ccc(OC(=O)c2cccnc2)cc1	2.1%	-2.5%	3.7%	2.4	34.5%[activator]	1.0	6.9%	12.9	0.2	-0.8%
O=c1ccc2cc(S(=O)(=O)N3CCN(c4ccccc4F)CC3)ccc2[nH]1	-0.9%	0.1%	3.1%	3.3	.	7.6	0.5%	-11.9	7.2	.
O=C(Nc1ccc(S(=O)(=O)N2CCCc3ccccc32)cc1)C1CCCO1 (stereo not given)	1.1%	-3.1%	-0.5%	-3.0	-0.7%	5.4	-3.6%	-6.5	-17.4	0.1%

2 compounds from above with just AT treatment, TSHR antag and FBPA coupling cs:
canonical_smiles | AT treatment | TSHR antag | FBPA coupling cs
CCN(CC)S(=O)(=O)c1ccc(C(=O)OCCN2C(=O)CCC2=O)cc1 | 1.1% | 6.1 | 5.5
CC(C)OC(=S)N/C(=N\S(=O)(=O)c1ccccc1)c1ccccc1 | 0.0% | -4.6 | -0.1

Further records follow:
SMILES	AT treatment	Tb PFK block	TCR activator	FBPA coupling cs	MLL CXXC-DNA inh	TSHR antag	BCR signal inh	Giardia killer	hERG WT inh	GALK inhibitor
Cc1ccc(S(=O)(=O)N2CCCCC2)cc1NC(=O)c1cccnc1	2.6%	-3.3%	7.0%	.	.	24.6	-1.4%	2.9	-5.2	.
CC(C)CC(=O)NC(Nc1ccccc1F)C(Cl)(Cl)Cl (stereo not given)	2.4%	0.0%	-3.0%	-0.1	2.3%	-12.0	-7.4%	-0.7	-3.0	1.6%
O=C(COc1ncnc2c(Cl)cc(Cl)cc12)N1CCCCC1	-3.5%	?	1.9%	0.4	-3.7%	-12.3	1.7%	2.2	-2.8	-2.1%
COc1ccc(C2C=C(c3ccc(Br)s3)Nc3ncnn32)cc1OC (stereo not given)	0.0%	2.8%	.	1.6	?	-6.2	0.7%	.	.	0.3%

Screens (PubChem BioAssay)
